GRK2 aptamer HTS = blocks RNA aptamer binding to human GRK2. AID 488847. P25098. bead flow cytometry, FAM-aptamer displacement from GRK2. inhibition of aptamer binding, % at 10 µM. hit rate 0.59% among 330,000;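 active means inhibition of aptamer binding above 40%, roughly 3 SD of noise, on plates passing a quality check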;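 further: median bead fluorescence of bound FAM aptamer so fluorescent compounds give negative values; no value below 0 was filed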
Yeast superoxide = caloric restriction mimetics inhibiting age-related superoxide in yeast; AID 2690; hit rate 0.18% among 330,000; superoxide response (% of plate mean), % at 10 µM; S. cerevisiae aged cells, superoxide DHE fluorescence; active compounds read low;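 active means superoxide response under a set limit, about three screen SD below normal, cut at about 65% in these data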;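 further: yeast aged for seven days with compound at 30 °C before DHE staining; 100% = average MFI of all compound-treated wells on the plate with controls excluded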
MEX-5 binding = C. elegans MEX-5 TCR-2 RNA binding activity; Q9XUB2; MEX-5/FITC-TCR2 RNA binding, fluorescence polarization; active compounds read low; activity score (negative = inhibition of binding), % at 10 µM; hit rate 0.38% among 300,000; AID 1832;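 active means inhibition past about -25% in most replicates, and total fluorescence under double the plate's negative control median, limit read from the data; inconclusive means replicates evenly split on the limit, or fluorescence at least double controls; inactive means too little inhibition in most replicates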;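 further: 0% = DMSO and -100% = 5 µM competing unlabeled TCR2 RNA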
VLA-4 inh = inhibition in a human VLA-4 binding assay. P13612. inhibition, % (about 7 µM as worked out from the volumes in the protocol). VLA-4 expressing cells, ligand binding flow cytometry. hit rate 0.2% among 330,000; in the data active means inhibition above about 50%
GLD-1 RNA inh = GLD-1-TGE RNA interaction inhibition (C. elegans); Q17339; purified GLD-1 + fluorescein TGE RNA, fluorescence polarization; inhibition, % at 5.96 µM; hit rate 0.44% among 320,000; AID 2280;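 active means percent inhibition above a per-plate cutoff, the plate mean of test compounds plus 3 SD, cut at about 30% in these data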;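 further: 0% = DMSO wells with GLD-1 and probe and 100% = wells lacking GLD-1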
Target sequence (Q17339 whole entry, looked up): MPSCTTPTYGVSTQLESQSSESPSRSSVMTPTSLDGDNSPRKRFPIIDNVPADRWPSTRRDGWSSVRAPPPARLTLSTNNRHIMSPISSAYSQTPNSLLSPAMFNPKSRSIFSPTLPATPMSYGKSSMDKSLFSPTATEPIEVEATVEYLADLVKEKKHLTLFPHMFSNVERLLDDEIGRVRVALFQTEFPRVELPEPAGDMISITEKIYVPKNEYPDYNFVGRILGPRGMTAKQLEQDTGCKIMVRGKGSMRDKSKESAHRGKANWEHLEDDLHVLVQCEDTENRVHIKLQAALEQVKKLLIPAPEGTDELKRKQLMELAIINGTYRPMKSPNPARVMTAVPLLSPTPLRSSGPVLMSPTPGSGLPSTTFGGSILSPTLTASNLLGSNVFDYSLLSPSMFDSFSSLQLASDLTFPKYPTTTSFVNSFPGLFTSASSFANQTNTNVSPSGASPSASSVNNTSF
MCL1-BIM inh = MCL1-BIM-BH3 interaction inhibition (human); Q07820; GST-MCL1 / FITC-Bim-BH3 fluorescence polarization; inhibition, % at 10.9 µM; hit rate 0.68% among 320,000;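 active means inhibition above the mean inhibition of all tested compounds plus 3 SD, set per campaign, cut at about 40% in these data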;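 further: 0% = DMSO wells and 100% = unlabeled Bim-BH3 peptide control; higher means more loss of mP so more displacement of Bim peptide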
Target sequence (Q07820 whole entry, looked up): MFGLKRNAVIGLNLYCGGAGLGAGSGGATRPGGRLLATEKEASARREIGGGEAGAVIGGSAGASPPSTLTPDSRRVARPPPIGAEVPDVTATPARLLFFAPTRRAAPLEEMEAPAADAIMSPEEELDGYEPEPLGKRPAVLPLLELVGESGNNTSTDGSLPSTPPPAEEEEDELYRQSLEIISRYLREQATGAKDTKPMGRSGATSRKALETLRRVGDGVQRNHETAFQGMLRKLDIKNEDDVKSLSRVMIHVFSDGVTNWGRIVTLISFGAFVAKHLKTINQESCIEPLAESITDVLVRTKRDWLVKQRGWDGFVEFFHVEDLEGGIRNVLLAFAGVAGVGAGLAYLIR
Bcl-xL primary = inhibitors of human Bcl-xL; Q07817; GST-Bcl-xL / FITC-Bim BH3 peptide fluorescence polarization; inhibition, % at 10.9 µM; hit rate 0.7% among 320,000;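 active means inhibition above the mean of all tested compounds plus 3 SD, cutoff set per campaign, cut at about 30% in these data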;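 further: 0% = DMSO wells and 100% = unlabeled Bim-BH3 peptide competitor; inhibitors lower millipolarization by displacing the labeled peptide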
Target sequence (Q07817 whole entry, looked up): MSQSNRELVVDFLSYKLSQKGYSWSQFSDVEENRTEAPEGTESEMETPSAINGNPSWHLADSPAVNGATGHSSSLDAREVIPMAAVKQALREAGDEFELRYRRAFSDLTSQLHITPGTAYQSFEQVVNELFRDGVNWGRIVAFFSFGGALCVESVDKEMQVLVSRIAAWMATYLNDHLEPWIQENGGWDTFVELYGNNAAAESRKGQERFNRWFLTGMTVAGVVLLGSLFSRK
CIT2-GFP yeast = modulators of TOR pathway CIT2-GFP in S. cerevisiae; S. cerevisiae CIT2-GFP strain, flow cytometry, 3 h; 100 means same as DMSO wells; GFP response vs DMSO, % at 10 µM; hit rate 0.065% among 320,000; AID 2029;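 active means GFP response relative to DMSO above a set limit, near the screen mean plus 3 SD, cut at about 150% in these data; inconclusive means Fewer than 70 cells measured for a yeast strain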;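 further: ratio of well median GFP fluorescence to mean of DMSO wells on the plate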
AGP1-GFP MLPCN = yeast TOR pathway AGP1-GFP modulation; S. cerevisiae AGP1-GFP multiplex flow cytometry, 3 h; GFP as percent of DMSO wells; GFP response vs DMSO, % at 10 µM; hit rate 0.02% among 320,000;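 active means GFP response relative to DMSO above a set limit, near screen average plus 3 SD, cut at about 150% in these data; inconclusive means fewer than 70 cells counted for the yeast strain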;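 further: median GFP channel fluorescence of the gated AGP1 strain per well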
An asterisk follows results filed as active; i = inactive; ? = inconclusive; · = no result given; [ ] = dose if it differs, or a comment.

SMILES	GRK2 aptamer HTS	Yeast superoxide	MEX-5 binding	VLA-4 inh	GLD-1 RNA inh	MCL1-BIM inh	Bcl-xL primary	CIT2-GFP yeast	AGP1-GFP MLPCN
O=C(COC(=O)Cn1cnc2ccccc21)Nc1ccc(F)c(F)c1	0	85	·	-4	2	·	·	110	90
COc1ccc(S(=O)(=O)Nc2cc([N+](=O)[O-])ccc2OC)cc1	0	106	-0.5	0	0	5	7	96	91
COc1ccc(S(=O)(=O)N2CN(CCc3ccc(OC)c(OC)c3)c3nc4ccccc4nc32)cc1	3	91	0.4	14	3	0	4	101	105
NNc1ncnc2c1cnn2-c1ccccc1	0	104	-0.8	16	-2	-2	2	91	96
CCOc1cc(C(=O)NCCN2CCOCC2)cc(OCC)c1OCC	1	91	-3.6	-5	0	3	1	96	89
CC12CC3CC(C1)CC(C(=O)NNC(=O)c1ccncc1)(C3)C2	3	100	·	0	0	·	·	99	99
C/C(=N/NC(=O)CSc1ccccn1)c1ccc([N+](=O)[O-])cc1	0	85	0.6	11	-3	-1	-1	100	98
CCOc1ccc(NC(=O)CSc2nncc(=O)n2N)cc1	0	75	-1.0	-8	1	12	0	110	110
CC(=O)c1c(C)n(CCO)c2ccc(O)cc12	0	97	1.5	2	10	-8	-5	·	109
CCSc1nnc2c(n1)OC(c1ccc(C(=O)O)cc1)N(C(C)=O)c1ccccc1-2 (centres undefined)	2	129	-0.9	-20	1	7	7	106	103
c1coc(CNc2nc3ccccc3n2CCN2CCOCC2)c1	1	145	1.7	3	-1	2	2	90	99
O=C(NCCCN1CCOCC1)c1cc2ccccc2cc1O	1	100	-2.5	2	2	2	1	101	109
Oc1ccc(O)c2c1C1c3ccccc3C2c2ccccc21	0	100	-1.2	-2	1	19	23	107	105
O=C(O)c1sc2cc(C(F)(F)F)cnc2c1-c1ccccn1	0	96	-0.7	-3	4	3	5	95	106
O=C(N=C1SC2CS(=O)(=O)CC2N1c1ccccc1C(F)(F)F)C1CCCO1 (centres undefined)	2	107	0.6	14	2	0	-3	112	113
Cc1ccc(NC(=O)CO/N=C(\N)c2nonc2N)cc1C	10	95	-0.4	1	1	2	4	96	93
Cc1cc2nc(C3CCN(Cc4nnnn4Cc4ccccc4)CC3)[nH]c2cc1C	2	98	0.2	8	2	-6	0	95	101
O=C(NCC1CCN(C(=O)c2c(F)c(F)c(F)c(F)c2F)CC1)c1c(F)c(F)c(F)c(F)c1F	0	98	2.1	5	·	·	·	116	109
CC(=O)Nc1ccc(C(=O)OCC(=O)N(c2ccccc2)C2CCCCC2)cc1	1	84	·	1	7	·	·	103	98
CCCCNC(=O)C1CC(c2cccc([N+](=O)[O-])c2)=NO1 (centres undefined)	·	·	-4.3	·	-8	7	5	·	·
CCOCCCn1c(C)nc2c[n+](CC(=O)c3ccc4ccccc4c3)cc(Br)c21	0	110	-0.9	4	4	3	5	?	25[may fluoresce violet]
CCOC(=O)C1CCCN(CC(=O)Nc2c(C(=O)OC)[nH]c3ccccc23)C1 (centres undefined)	0	107	1.3	-4	2	5	6	101	103
O=C(NNC(=O)c1ccc2c(=O)n3c(nc2c1)CCC3)c1ccc(Cl)cc1	1	91	·	-10	-3	2	6	100	97
N#Cc1cc2ccccc2nc1SCC(=O)Nc1ccccc1N1CCOCC1	0	89	-2.9	-2	-20	-25	-7	102	110
C=CCn1c(SCC(O)Cn2c3ccccc3c3ccccc32)nnc1-c1ccco1 (centres undefined)	1	114	0.0	4	-1	3	6	99	·
CCCCNC(=O)c1nnn(-c2ccccc2)c1N	0	114	1.0	1	0	9	6	103	98
Cc1ccc2c(c1)oc(=O)n2CC(=O)c1ccccc1	3	98	0.8	1	7	0	7	90	101
O=C(Cn1cc(C(F)(F)F)ccc1=O)N/N=C/c1ccc(F)cc1	0	112	1.3	-4	4	-5	-4	91	101
COc1ccc(NC(=O)C(C)(C)Oc2ccc(Cl)cc2)cn1	0	80	·	4	4	-4	-1	106	101
COc1cc(C(=O)NCC(c2cccnc2)N2CCN(C)CC2)cc(OC)c1OC (centres undefined)	0	94	1.6	-2	-5	11	8	·	102
Cc1cc(C(=O)N/N=C/c2cccs2)n[nH]1	2	101	-1.6	10	-2	4	8	97	107
CN=Cc1nc(-c2ccccc2)oc1O	0	111	6.4	7	4	-3	-3	93	91
O=S1(=O)CC(N2CCOCC2)c2ccccc21 (centres undefined)	2	104	0.6	-1	5	1	7	105	106
CC(=O)NS(=O)(=O)c1ccc(N=c2ssc3c2-c2ccc(C)cc2NC3(C)C)cc1	2	80	1.5	13	-2	-2	4	99	99
O=[N+]([O-])c1ccc(Cl)c(C2Nc3cccc4cccc(c34)N2)c1	0	102	0.3	31	3	-5	-1	93	110
NC(=O)C1CCN(C(=O)CSc2nc3ccccc3[nH]2)CC1	0	110	2.3	3	0	-8	1	99	100
CCN(Cc1ccccc1)S(=O)(=O)c1cc(C(=O)OC)n(C)c1	0	103	1.9	36	1	6	3	97	96
COc1cccc(-c2ncc3ccccn23)c1	4	90	0.0	19	1	2	1	85	85
O=C(CN1C(=O)/C(=C/c2cccc(Br)c2)SC1=S)N1CCCC1	1	117	-2.1	4	-7	7	-1	92	98
Cc1cc(Sc2ccc([N+](=O)[O-])cn2)ccc1Br	0	92	0.1	0	1	0	5	100	104
COc1ccc(S(=O)(=O)N2CCCN(S(=O)(=O)c3ccc(OC)cc3C)CC2)c(C)c1	0	114	-1.9	7	2	4	2	94	91
Cc1ccc(/C=C/c2onc(C)c2S(=O)(=O)N2CCC(C(=O)N3CCCCC3)CC2)cc1	0	78	0.9	7	0	2	5	95	113
CCC(=O)C1CCCN(C(=O)c2cccc(OC3CCN(S(C)(=O)=O)CC3)c2)C1 (centres undefined)	0	101	-1.4	-11	1	9	5	106	112
CN(CCc1cn[nH]c1)Cc1nc(Cc2ccccc2)no1	2	103	1.5	-2	2	5	1	102	104
Cc1ccc(COC(=O)Cc2coc3cc(O)ccc23)cc1	2	101	0.5	-1	-3	0	8	84	94
COc1ccc(C(=O)n2c(N)nc3ccccc32)cc1OC	0	103	0.0	-8	-6	0	-4	103	98
CN1CCC(OC(=O)c2ccc(Br)cc2)CC1	2	86	1.1	1	5	-5	-1	105	107
COc1ccc(OC)c(-c2nn(-c3ccccc3)cc2C(=O)NCC(c2cccs2)N2CCOCC2)c1 (centres undefined)	1	96	3.1	-4	5	7	6	102	118
CC(C)=C(NC(=O)c1ccccc1)C(=O)N/N=C(\C)c1ccccc1O	0	106	-1.1	5	8	4	1	95	98
CCN(CC)CCNc1nc2c(c(=O)[nH]c(=O)n2C)n1CCCc1ccccc1	1	104	0.1	1	3	0	3	100	100
Cc1cc(=O)oc2cc3oc(=O)cc(C)c3cc12	1	94	3.9	0	-4	-2	-2	102	93
O=C(NCC1CCCO1)c1ccccc1NC(=O)c1cccc2ccccc12 (centres undefined)	0	104	0.8	-7	3	2	1	91	97
CCOC(=O)C1CCCN(CCC(=O)Nc2ccc(Br)c(C)c2)C1 (centres undefined)	0	108	-1.2	7	·	·	·	102	99
Cc1ccc(C(=O)c2ccccc2C(=O)O)s1	1	92	0.1	1	-1	-5	6	100	102
COC(=O)c1ccc(CNC(=O)c2ccc3c(c2)OCCO3)cc1	1	97	2.0	-1	8	-7	1	105	99
O=C(CSc1nnnn1-c1cccc(O)c1)NC1CC1	1	96	1.1	8	1	-3	6	100	102
Cc1ccc(/C=C2\SC(N3CCCC3)=NC2=O)cc1	0	102	-1.1	12	-4	1	8	93	100
COC(=O)c1ccc(OCCCCN(C)Cc2ccccc2)cc1	2	95	0.5	0	-1	4	0	104	105
O=S(=O)(c1ccc(S(=O)(=O)N(Cc2ccco2)Cc2ccccc2Cl)cc1)N1CCCC1	4	106	-0.4	-2	1	10	4	98	100
CCN(CC(=O)Nc1ccc(NC(C)=O)cc1)C(=O)c1ccc(N2CCC(C)CC2)c([N+](=O)[O-])c1	1	104	·	11	6	-3	3	100	107
Later entries
SMILES	GRK2 aptamer HTS	Yeast superoxide	MEX-5 binding	VLA-4 inh	GLD-1 RNA inh	MCL1-BIM inh	Bcl-xL primary	CIT2-GFP yeast	AGP1-GFP MLPCN
O=C1C=C(NCCc2ccccc2)C2(CCCCC2)O1	0	92	-0.2	i	1	2	4	101	102
CN1CCc2nc(NC(=O)c3cccc(S(=O)(=O)N4CCc5ccccc54)c3)sc2C1	0	98	-0.6	-2	-26	-20	-10	114	111
COc1ccc(NC(=O)/C(=C\c2ccc(OS(=O)(=O)c3ccc(C)cc3)cc2)NC(=O)c2ccccc2)cc1	0	108	-6.2	11	-5	5	8	94	99
Cc1cc(=O)[nH]c2c1c(C)nn2C1CCCC1	0	140	·	2	3	-6	-1	98	91
Cn1cnnc1SCc1ccc(F)c2ccccc12	1	83	3.0	1	-2	-2	4	104	103
CCOC(=O)CC(=O)CSc1nc2c(sc(=S)n2-c2ccc(C)c(C)c2)c(=O)[nH]1	0	107	3.1	-2	-4	8	10	103	93
CC1CC1C(=O)OCC(=O)NCc1ccc(Cl)cc1Cl (centres undefined)	0	89	1.7	0	1	0	1	101	93
COC(=O)[C@H]1C[C@@H]1[C@H](NC(=O)c1cc(C)on1)c1ccccc1	0	104	-0.3	18	1	-6	1	87	90
CC(=O)NC1C(=O)N=C(SCC(=O)Nc2sc3c(c2C#N)CCCCCC3)NC1=O (centres undefined)	0	85	-1.4	11	4	17	6	93	102
COc1ccc(C)cc1NC(=O)C1CCN(C(=O)Cc2ccccc2)CC1	0	98	-0.9	18	-4	1	6	104	105
COc1ccccc1C(=O)N/N=C1/NC(=O)CC(C(=O)Nc2ccccc2)S1 (centres undefined)	0	98	-2.5	2	5	1	-2	95	99
CCC(C)(O)C(=O)N[C@H]1CCCN1C(=O)/C=C/c1ccccc1 (some centres undefined)	4	102	·	1	-3	·	·	105	103
CSc1ncccc1C(=O)OCC(=O)N(C)C	0	84	1.2	10	6	1	-7	105	106
Cc1occc1-c1nnc(SCC(N)=O)o1	0	95	2.2	-14	-1	7	5	90	105
CCN(CC)C(=O)Oc1ccc2oc(=O)cc(-c3cc4cccc(OC)c4o3)c2c1	3	106	0.7	-5	9	4	5	93	102
CN1CCN(C(=O)c2cc(Cl)cc(Cl)c2)CC1	0	106	-1.8	-2	-4	11	4	107	105
CC(C)CN(C(=O)CSc1nnnn1-c1ccccc1)c1c(N)n(CC(C)C)c(=O)[nH]c1=O	5	148	-3.7	-7	7	8	2	98	107
CC(C)(CNC(=O)c1ccc(S(=O)(=O)Nc2ccccc2F)cc1)N1CCOCC1	0	107	0.6	18	6	3	5	104	104
O=C(Nc1ccccc1)c1ccc[n+](Cc2ccc([N+](=O)[O-])cc2)c1	0	108	0.9	4	-4	1	9	89	82
CN(Cc1ccccc1)C(=O)C1CCN(S(=O)(=O)c2cccc3nonc23)CC1	4	92	0.9	-6	0	7	5	104	97

Filtered by structure: the compounds so far containing a cyano group.
SMILES	GRK2 aptamer HTS	Yeast superoxide	MEX-5 binding	VLA-4 inh	GLD-1 RNA inh	MCL1-BIM inh	Bcl-xL primary	CIT2-GFP yeast	AGP1-GFP MLPCN
N#Cc1cc2ccccc2nc1SCC(=O)Nc1ccccc1N1CCOCC1	0	89	-2.9	-2	-20	-25	-7	102	110
CC(=O)NC1C(=O)N=C(SCC(=O)Nc2sc3c(c2C#N)CCCCCC3)NC1=O (centres undefined)	0	85	-1.4	11	4	17	6	93	102

Screens: PubChem, several laboratories
